Screens (PubChem)
AmpC det inh: inhibitors of E. coli AmpC beta-lactamase with detergent; purified AmpC, nitrocefin hydrolysis with detergent; Potency, µM (series often up to 28.7 µM), inactives show top-dose activity change, negative = inhibition; 0.09% of 71,000 active; active = well fitted curve in the direction sought with a large enough effect
Target sequence (P00811 whole entry, looked up): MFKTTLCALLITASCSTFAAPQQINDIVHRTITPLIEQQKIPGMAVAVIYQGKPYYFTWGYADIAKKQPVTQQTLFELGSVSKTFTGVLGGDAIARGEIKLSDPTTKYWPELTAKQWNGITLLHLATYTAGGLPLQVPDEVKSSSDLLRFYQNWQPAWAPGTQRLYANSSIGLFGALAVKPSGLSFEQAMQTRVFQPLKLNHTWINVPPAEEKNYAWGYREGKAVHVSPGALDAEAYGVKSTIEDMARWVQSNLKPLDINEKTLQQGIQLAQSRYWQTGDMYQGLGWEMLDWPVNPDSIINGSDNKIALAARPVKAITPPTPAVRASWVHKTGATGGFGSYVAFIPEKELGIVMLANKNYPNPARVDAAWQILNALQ
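E. coli AmpC (5.3 nM) in 20 mM phosphate pH 7.0 with 0.01% Triton X-100, preincubated 15 min RT with compound; nitrocefin (2 uL of 800 uM stock) hydrolysis followed by 480 nm absorbance every 20 s over 4 min.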
* hit, by the source's call; & = joins results of further samples; [ ] = another dose, or the depositor's remark. % is set by controls: 0 for no effect and ±100 for the full control effect; potency is the fitted concentration of half-maximal effect.

SMILES	AmpC det inh
CCCCOC(=O)c1cc(=O)[nH]c2ccccc12	-1%
Nc1cccc(C(=O)Nc2ccc3nc(-c4cccnc4)[nH]c3c2)c1	-8%
CCCc1nnc(NC(=O)NCCN2C(=O)C3C4C=CC(C4)C3C2=O)s1 (centres undefined)	14%
C=CCO[C@@H](Cn1ccnc1)c1ccc(Cl)cc1Cl	-1%[12.8 µM]
COc1cccc(NC=C2C(=O)OC3(CCCCC3)OC2=O)c1	6%
NC(=O)SCC(=O)Nc1cccc(Cl)c1	8%
N#Cc1nc(-c2ccco2)oc1N1CCN(C(c2ccccc2)c2ccccc2)CC1	-1%
CCc1nc(NCc2ccco2)c2oc3ccccc3c2n1	-2%
CC1CCN(C(=O)CCCOc2cc(=O)n(C)c3ccccc23)CC1	-2%
CNc1cc(NS(=O)(=O)c2ccc(N)cc2)nc(NC)n1	-5%
COc1ccc(NC(=O)c2ccc(-c3ccc(-c4noc(C)n4)cc3C)cc2)cc1OCCN(C)C	-1%
O=C(CSCc1cccc(Br)c1)N1CCOCC1	5%
CN(CC(=O)N1CCCCCC1)S(=O)(=O)c1cccc2cccnc12	11%
CCOc1ccc(CSC2=NCCN2)cc1Cl	0%
Cn1c(=O)oc2cc(S(=O)(=O)NCc3ccco3)ccc21	9%

A second format for 4 compounds above:
Molecule,AmpC det inh
CCCc1nnc(NC(=O)NCCN2C(=O)C3C4C=CC(C4)C3C2=O)s1 (centres undefined),14%
C=CCO[C@@H](Cn1ccnc1)c1ccc(Cl)cc1Cl,-1%[12.8 µM]
COc1cccc(NC=C2C(=O)OC3(CCCCC3)OC2=O)c1,6%
NC(=O)SCC(=O)Nc1cccc(Cl)c1,8%

Continuation:
SMILES	AmpC det inh
CCN1CCCC1CNC(=O)CS(=O)(=O)Cc1nc(-c2ccccc2C)oc1C (centres undefined)	5%
Cc1ccccc1-c1nc(CS(=O)(=O)CC(=O)NCCCN2C(C)CCCC2C)c(C)o1 (centres undefined)	7%
Nc1c(NCCN2CCOCC2)c2ccccc2oc1=O	3%
CCNC(=O)N1c2ccc(OC)cc2C(C)=CC1(C)C	-3%
O=C(NCc1cccnc1)c1cccc(S(=O)(=O)N2CCCCC2)c1	3%
NC(=O)NC(=O)[C@H]1CCCC[C@@H]1C(=O)O	-4%[5.75 µM]
Cc1ccc(Cn2ncc3c(NCCCN4CCOCC4)ncnc32)cc1	11%
COc1cccc(C2=NO[C@@H]3C(=O)N(c4ccc5c(c4)OCCO5)C(=O)[C@H]23)c1OC	-2%
CS(=O)(=O)Nc1cccc(C(=O)CC2(O)C(=O)Nc3ccccc32)c1 (centres undefined)	-3%
c1coc(CN=C2NC(=NCc3ccco3)c3ccccc32)c1	11%
Cc1ccc(C(C)C)c(OCC(=O)Nc2ccc(Cl)cn2)c1	-5%
CC(=O)c1ccc(NS(=O)(=O)Cc2ccccc2)cc1	7%
CSc1ccc(C2C3(C#N)C(N)=NC4(OCCO4)C23C#N)cc1 (centres undefined)	-5%
CCCCOc1ccccc1-c1cc(C(=O)O)[nH]n1	-2%
Oc1ccc(-c2cccc(-c3ccc(O)cc3)n2)cc1	11%
COc1ccc(-c2nc3cnc(OC)nc3n(-c3ccc(OC)cc3)c2=O)cc1	0%
CC1CCCC(C)N1C(=O)C1CC(c2ccc(F)cc2)=NO1 (centres undefined)	-3%
O=C(O)CBr	13%
O=C(c1cc2ccccn2n1)N1CCN(c2ccccn2)CC1	4%
Cn1c(SCc2ccc(Br)cc2)nnc1-c1ccncc1	-3%
CC(=C/C=C/C(C)=C/C=C/C=C(C)/C=C/C=C(C)/C=C/C(=O)O)/C=C/C(=O)O	6%
CCOc1cc(C(=O)N2CCOCC2)ccc1OCc1ccccc1	-4%
COc1ccc(CCNC(=O)C2CCCN(S(=O)(=O)c3cccc4nonc34)C2)cc1OC (centres undefined)	-1%
CCCC(c1nnnn1Cc1ccco1)N1CCN(C2CCCC2)CC1 (centres undefined)	18%
Cc1csc(NC(=O)CSc2nnc(-c3ccoc3C)n2Cc2ccco2)n1	13%
Cc1cc(=O)[nH]c(-c2ccccc2O)n1	4%
CN(C)c1ccc(CNn2cnnc2)cc1	-5%
CCN(CC)CCNC(=O)c1ccc(CS(=O)(=O)c2ccc(Br)cc2)o1	9%
Cc1ccc2c(c1)[nH]c1c(=O)n(CCCN3CCOCC3)cnc12	-2%
O=C(NCCCCO)C(F)(F)C(F)(F)C(F)(F)C(=O)NCCCCO	-2%
CN1CC[C@@]2(CCN3CCc4c(oc5ccccc45)[C@@H]3C2)N(C)C1=O	0%
COc1ccc2nc(NCN3C(=O)c4ccccc4C3=O)sc2c1	-2%[5.75 µM]
Cc1c(N=Cc2ccncc2)c(=O)n(-c2ccccc2)n1C	-7%
O=C(O)c1cccc([N+](=O)[O-])c1	8%
COCCN(C(=O)CCC(=O)Nc1ccccn1)C(C(=O)NC1CCCC1)c1ccc(OC)cc1 (centres undefined)	6%
CCOCC(=O)Nc1cccc(NC(C)=O)c1	-3%
Cc1ccc(CC2CC(=O)N(c3ccncc3)C2=O)cc1 (centres undefined)	-6%
COc1cccc(C2=CC(c3ccc(N(C)C)cc3)n3ncnc3N2)c1 (centres undefined)	-3%
COCc1[nH]nc2c1C1(CCSCC1)C(C#N)=C(N)O2	0%
COCCn1c(=O)c(-c2cn(C)c3ccccc23)nc2cnc(N3CCOCC3)nc21	-1%
Cc1ccccc1OCC(=O)NCCN(C)C	1%
CCN(CC)S(=O)(=O)c1ccc(-c2nnc(SCC(=O)c3ccc(OC)cc3)o2)cc1	-1%
Cc1cccc(-n2ncc3c(NCc4ccc5c(c4)OCO5)ncnc32)c1	-5%
CN(C)c1ccc(C(=S)N2CCN(c3ccccc3)CC2)cc1	-5%
O=C(CSc1ncn(-c2ccccc2)n1)c1cccs1	-1%
CCN(CC)C(=O)c1cc2c(=O)n3cccc(C)c3nc2n1C	3%
COc1cc(C)c(S(=O)(=O)N2CCN(C)CC2)cc1C	-9%
Nc1nc(N2CCOCC2)nc(N(c2ccccc2)c2ccccc2)n1	8%
CC1(C)CC(=O)C(C(=O)CCCCC(=O)C2C(=O)CC(C)(C)CC2=O)C(=O)C1	-15%
CC[n+]1ccc(C)c2cc(S(=O)C(F)(F)F)ccc21 (centres undefined)	-3%
Cc1ccnc(SCCn2c(Br)nc3c2c(=O)n(C)c(=O)n3C)n1	9%
Cc1ccc(C)c(C(=N)c2ccccc2Cc2ccccc2)c1	-2%[5.75 µM]
CC(C)(C)c1ccc(NC(=O)COC(=O)C2=COCCO2)cc1	14%
N#Cc1cn(-c2ccccc2)nc1-c1ccccc1	2%
Cc1ccc(CNC2=NCCCCC2)n1C	-1%
O=C(Nc1ccccc1)N1CCC(c2nc(-c3ccc(S(=O)(=O)N4CCOCC4)cc3)no2)CC1	-7%
Cc1ccc(Cn2ccc(NC(=O)CCSc3nc(-c4ccco4)cc(C(F)(F)F)n3)n2)cc1	-1%
COc1cccc2sc(N)nc12	12%
FC(F)(F)c1cc(-c2ccco2)nc(-n2nc(C(F)(F)F)cc2C2CC2)n1	8%
COc1ccc(NC(=O)C23CCC(C2)C(C)(C)C3=O)cc1 (centres undefined)	0%
New compounds follow.
SMILES	AmpC det inh
Cc1nc2nc3c(cn2n1)C(=O)CC(c1ccccc1)C3 (centres undefined)	11%
CN1CCN(c2ncc3ncc(=O)n(CCc4ccccc4)c3n2)CC1	-1%
COc1ccc(NC(=O)CSc2nncs2)cc1OC	-3%
COc1ccc(OCC(O)Cn2c(=N)n(CCN3CCCCC3)c3ccccc32)cc1 (centres undefined)	8%
Cc1ccc(S(=O)(=O)N2CCCC2C(=O)O)cc1 (centres undefined)	-3%
Cc1cc(-n2ccc(=O)[nH]c2=O)nc(-c2ccccc2)n1	1%
CC(C)(C)n1nnnc1C(c1ccccc1)N1CCc2ccccc2C1 (centres undefined)	5%
CC1CCCCN1CCNC(=O)C1CC(=O)N(c2ccc(F)c(Cl)c2)C1 (centres undefined)	-2%
COc1cc2c(cc1NC(=O)CSCC(=O)O)oc1ccccc12	-4%
O=c1c(-c2ccccc2)coc2c(CN3CCCC3)c(O)ccc12	-4%
CC(=O)Cc1nsc(NC(=O)c2ccc(COc3ccc(C)cc3)o2)n1	-3%
CCOc1ccc(OCC)c(NC(=O)CSc2nc3ccccc3c(=O)n2C)c1	-1%
C=CCNC(=O)C(C)Sc1ccc(Cl)cc1 (centres undefined)	-4%
CN(C)C(=O)CSc1nc2ccccc2c(=O)[nH]1	-6%
O=C(Nc1cccnc1)C1(F)C(F)(F)C(F)(F)C(F)(F)C(F)(F)C1(F)F	-20%

The final six records of the section before are carried over, then new ones follow.
SMILES	AmpC det inh
O=c1c(-c2ccccc2)coc2c(CN3CCCC3)c(O)ccc12	-4%
CC(=O)Cc1nsc(NC(=O)c2ccc(COc3ccc(C)cc3)o2)n1	-3%
CCOc1ccc(OCC)c(NC(=O)CSc2nc3ccccc3c(=O)n2C)c1	-1%
C=CCNC(=O)C(C)Sc1ccc(Cl)cc1 (centres undefined)	-4%
CN(C)C(=O)CSc1nc2ccccc2c(=O)[nH]1	-6%
O=C(Nc1cccnc1)C1(F)C(F)(F)C(F)(F)C(F)(F)C(F)(F)C1(F)F	-20%
O=C(CSc1nnc(-c2ccco2)n1CC1CCCO1)c1ccccc1 (centres undefined)	2%
Cc1ccccc1CN1CCN(C(=O)c2cccc(F)c2)CC1	-1%
O=C1c2ccccc2C(=O)N1c1ccccc1S(=O)C(F)(F)F (centres undefined)	-2%
CC(C)C(=O)Nc1ccc(N2CCN(S(C)(=O)=O)CC2)cc1	-2%
C=C(C)C1CC=C(C)C(O)C1 (centres undefined)	10%
CN1C(=O)N(C)C2C1NC(=O)N2C (centres undefined)	6%
CCCCC#Cc1nc(N)c2ncn([C@@H]3O[C@@H](C(=O)NCC)[C@H](O)[C@@H]3O)c2n1	-3%
CCCc1c(-c2ccc(O)cc2)nn(-c2ccc(O)cc2)c1-c1ccc(O)cc1	-7%&1%
O=C(COc1ncnc2ccc(Br)cc12)N1CCOCC1	-1%
FC(F)(F)c1ccccc1-c1cc(NCc2ccccc2)ncn1	11%
COc1ccccc1NC(=O)CSc1nc2ccccc2n1C(C)=O	0%
COCCNC(=O)C(C)Oc1ccc(Cl)cc1Cl (centres undefined)	0%
Cc1cc2ccccc2c(=O)n1CC(=O)NCC(=O)N1CCN(c2ccccc2)CC1	9%
O=C1CCCC2=C1C(O)(C(F)(F)F)C(=O)N2Cc1ccccc1 (centres undefined)	-1%
CN(C(=O)c1cccc(C#N)c1)c1nnc(-c2cnccn2)s1	11%
Cc1n[nH]c(C)c1S(=O)(=O)N1CCN(C2CCCCC2)CC1	-2%
CCOc1ccc(N(CC(=O)O)S(=O)(=O)c2ccc(F)cc2)cc1	-1%
COc1ccc(CSc2nnnn2C)cc1F	1%
O=C(O)Cc1cc(I)c(Oc2ccc(O)c(I)c2)c(I)c1	-3%[12.8 µM]
CCOCC(=O)Nc1ccc(F)c(F)c1	0%
CCCCN1CCC(COC(=O)c2cc(Cl)c(N)c3c2OCCO3)CC1	-2%
Cc1ccc(C)c(N2C(=O)CN=C2Nc2ccccc2Cl)c1	-3%
Cc1c(N=C=O)cccc1N=C=O	7%
CC(CN1CCCCC1)OC(=O)Cc1ccc(Cl)cc1 (centres undefined)	7%
CCCCN(CCCNC(=O)C1CCN(S(=O)(=O)N2CCOCC2)CC1)Cc1ccccc1	7%
COCCn1c(=O)c(-c2ccccc2)nc2cnc(N3CCN(C)CC3)nc21	-1%
COc1cccc(-n2c(=O)[nH]cc(C(=O)Nc3ccc(NC(C)=O)cc3)c2=O)c1	12%
CC1CC(C)CN(CCCNC(=O)c2cn(C)c3ccc(S(=O)(=O)N4CCCC4)cc3c2=O)C1 (centres undefined)	-2%
CN=C(Nc1ccc2c(c1)OCO2)SC1CC(=O)N(c2ccccc2)C1=O (centres undefined)	-3%
COc1ccc(S(=O)(=O)N2CCCC(C(=O)Nc3cccnc3)C2)cc1Cl (centres undefined)	10%
COc1cc(OC)c(OC)cc1C=O	8%
CCOC(=O)C1=C(C)NC(=O)NC1c1ccc(OC)c(Cl)c1 (centres undefined)	2%
Cc1occc1-c1nnc(SCC(=O)N2CCc3ccccc32)o1	-3%
COCCn1nnnc1SCC(=O)c1ccc(F)cc1	-1%
Cc1ccccc1Cn1nc(C)c(NC(=O)c2nc3n(n2)C(C(F)F)CC(C)N3)c1C (centres undefined)	-2%
CC(CNS(=O)(=O)c1cc(Cl)ccc1Cl)CN(C)C (centres undefined)	0%
Nc1ccnn1C1CCNCC1	-2%
CCN1CCCC1CNC(=O)Cn1cc2c(n1)CCC(C)C2 (centres undefined)	6%
O=C(NCCSc1c[nH]c2ccccc12)c1ccco1	10%
O=C(c1cc2n(n1)C(C(F)(F)F)CC(c1ccco1)N2)N1CCc2ccccc2C1 (centres undefined)	-4%

Some of these compounds in order of formula weight, smallest number first.
SMILES	AmpC det inh
COc1cc(OC)c(OC)cc1C=O	8%
Cc1occc1-c1nnc(SCC(=O)N2CCc3ccccc32)o1	-3%
O=C(c1cc2n(n1)C(C(F)(F)F)CC(c1ccco1)N2)N1CCc2ccccc2C1 (centres undefined)	-4%

Compounds listed so far containing a cyano group, in the order listed:
SMILES	AmpC det inh
N#Cc1nc(-c2ccco2)oc1N1CCN(C(c2ccccc2)c2ccccc2)CC1	-1%
CSc1ccc(C2C3(C#N)C(N)=NC4(OCCO4)C23C#N)cc1 (centres undefined)	-5%
COCc1[nH]nc2c1C1(CCSCC1)C(C#N)=C(N)O2	0%
N#Cc1cn(-c2ccccc2)nc1-c1ccccc1	2%
CN(C(=O)c1cccc(C#N)c1)c1nnc(-c2cnccn2)s1	11%

Some of the compounds tested (hit frequency here may not be typical).
